HCMV antiviral: inhibitors of human cytomegalovirus; HFF cells, HCMV-luciferase reporter, 72 h; stronger effect = lower value; activity change, negative = inhibition, % at 57.5 µM; hit rate 4.5% among 410,000; in the data active = activity change below about -60%; inconclusive = no clear call, values can overlap the other calls; inactive = above about -39%
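Inhibition of viral replication was scored as loss of reporter luminescence in HFFs infected with HCMV-luciferase (MOI 1 PFU/cell) for 72 h; compounds tested at 2 doses, normalized to buffer and Salinomycin controls.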
Giardia FBPA inh: Giardia lamblia aldolase inhibition. A8B2U2. purified Giardia FBPA. Potency, µM (titrated, usually from 59.6 µM), for inactives: at the highest dose activity, negative = inhibition, actives largely listed as inhibitors. hit rate 0.71% among 290,000. AID 2451; note: potency is the fitted concentration of half-maximal effect; nearly all actives have a fitted effect of over 55% in size
Target sequence (A8B2U2 whole entry, looked up): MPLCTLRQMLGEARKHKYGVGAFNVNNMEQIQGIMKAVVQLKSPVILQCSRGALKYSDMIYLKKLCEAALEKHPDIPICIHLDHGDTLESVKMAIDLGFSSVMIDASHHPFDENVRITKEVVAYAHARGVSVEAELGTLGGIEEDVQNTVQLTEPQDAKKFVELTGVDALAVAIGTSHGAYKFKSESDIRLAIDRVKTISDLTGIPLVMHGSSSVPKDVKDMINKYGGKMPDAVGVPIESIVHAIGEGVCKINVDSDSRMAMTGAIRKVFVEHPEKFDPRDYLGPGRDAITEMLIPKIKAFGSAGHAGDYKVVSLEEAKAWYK
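40 nM FBPA preincubated 10 min at RT with compound (up to 57.5 uM final), then substrate plus GAPDH/TPI/NAD/arsenate coupling and diaphorase/resazurin added. Fluorescence read after 20 min at RT, 525/598 nm.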
Sm TGR block: S. mansoni TGR enzyme inhibition; Q962Y6; purified TGR, DTNB reduction, TNB absorbance 405 nm; Potency, µM (top dose mostly 114 µM), for inactives: at the top dose activity change, negative = inhibition, actives largely listed as inhibitors; hit rate 3% among 360,000; AID 485364; note: potency is the fitted concentration of half-maximal effect; nearly all actives have a fitted effect of over 60% in size
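TGR 20 nM + NADPH 100 uM (dispensed conc.), cpd preinc 15 min RT; start with NADPH (500 uM addition) then DTNB (15 mM addition). Kinetic TNB absorbance, 405 nm filter. Four-parameter Hill fit across titration.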
AmpC no deterg: AmpC beta-lactamase inhibition without detergent | P00811 | AmpC nitrocefin hydrolysis, absorbance 480 nm, 0.0001% Triton | Potency, µM (highest dose often 57.1 µM), for inactives: top-dose activity change, negative = inhibition, hits mostly inhibitors | hit rate 0.52% among 330,000;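 note: potency is the fitted concentration of half-maximal effect; plate controls were no compound for no effect and no enzyme for full effect; nearly all actives have a fitted effect of over 20% in size; some results filed as inactive show a strong effect at the top dose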
Target sequence (P00811 whole entry, looked up): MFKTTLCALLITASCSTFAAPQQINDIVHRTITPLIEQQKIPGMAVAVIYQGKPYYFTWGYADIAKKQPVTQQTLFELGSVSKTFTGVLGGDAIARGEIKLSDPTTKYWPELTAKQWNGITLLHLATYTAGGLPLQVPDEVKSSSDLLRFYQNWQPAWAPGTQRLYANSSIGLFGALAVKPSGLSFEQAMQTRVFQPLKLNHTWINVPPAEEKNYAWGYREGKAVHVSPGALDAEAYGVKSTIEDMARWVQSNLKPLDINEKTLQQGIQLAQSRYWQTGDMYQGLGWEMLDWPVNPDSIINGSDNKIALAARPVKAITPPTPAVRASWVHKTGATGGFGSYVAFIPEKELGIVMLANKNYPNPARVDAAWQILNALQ
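AmpC (5.3 nM in the dispensed reagent) in 20 mM phosphate pH 7.0 with 0.01% (detergent screen) or 0.0001% Triton X-100 was preincubated with compounds for 15 min at room temperature. Nitrocefin was then added from an 800 uM solution, and hydrolysis was followed at 480 nm.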
AmpC inh detg: AmpC beta-lactamase inhibition with detergent present; AmpC hydrolysis of nitrocefin, absorbance 480 nm, 0.01% Triton; Potency, µM (highest dose often 114 µM), for inactives: at the highest dose activity change, negative = inhibition, actives largely listed as inhibitors; hit rate 0.041% among 370,000; AID 485294; P00811;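 note: potency is the fitted concentration of half-maximal effect; 0% = no-compound wells and -100% = no-enzyme wells; nearly all actives have a fitted effect of over 25% in size; some results filed as inactive show a strong effect at the top dose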
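20 mM phosphate pH 7.0 + 0.01% (detergent screen) or 0.0001% Triton X-100; 5.3 nM AmpC reagent; cpd preinc 15 min RT; nitrocefin (800 uM stock) to start; A480 q20 s × 4 min; Activity was normalised to no-enzyme and no-compound control wells.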
HCV inhibitor: inhibitors of hepatitis C virus infection; AID 651820; Potency, µM (titrated, usually from 41.8 µM), without a hit: at the top dose activity change, negative = inhibition, actives largely listed as inhibitors; hit rate 3.4% among 340,000; Huh7.5.1 HCVcc-Cre infection, luciferase reporter, 44 h; note: potency is the fitted concentration of half-maximal effect
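A cell-based infection assay in which seeded cells (1,000 per well) receive test compound after 4 h, are inoculated with HCVcc-Cre at approximately 0.5 moi, and are incubated 44 h before luminescence detection.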
Starred values were filed as active, the others as inactive; ? = inconclusive; / = no result given; & = joins results of further samples; ! = repeats disagree; [ ] = dose if it differs, or a comment. Unless noted, calls come from the whole dose curve; as a rule, active = well fitted curve in the direction sought with a large enough effect; inconclusive = small, poorly fitted or top-dose-only effect, or another doubt; inactive = no such curve, though single readings can be large; an effect the other way counts as inactive or inconclusive. Unless noted, % is set by controls: 0 for no effect and ±100 for the full control effect.

#	structure	HCMV antiviral	Giardia FBPA inh	Sm TGR block
1	COc1ccc([N+](=O)[O-])cc1NC(=O)C(C)Sc1nc(-c2ccccc2)cs1 (configuration not stated)	20	1%	21%
2	O=C(COc1ccccc1F)Nc1cc(S(=O)(=O)Nc2cccc(Cl)c2)ccc1O	-16	/	1%
3	COc1ccc(C(=O)Nc2cc([N+](=O)[O-])ccc2N2CCN(C)CC2)cc1	78	9%	10%
4	CN(C)S(=O)(=O)c1ccc(N2CCCC2)c(C(=O)N2CCN(S(=O)(=O)c3ccc(F)cc3)CC2)c1	19	/	-14%
5	Cc1cc(NC(=O)CCC(=O)N(CC(=O)NC2CCCC2)Cc2ccc3c(c2)OCO3)no1	-22	?	2%
6	COc1ccc(C(=O)Nc2ccccc2C(=O)Nc2cccnc2)cc1	3	2%	-2%
7	Cc1ccc([N+](=O)[O-])cc1S(=O)(=O)Nc1cccc(-c2ccc(N3CCOCC3)nn2)c1	-11	/	0%
8	O=C(Nc1cccn2ncnc12)c1ccc(Cl)cc1Cl	-35	6%	-17%
9	O=C(NCc1ccco1)c1ccc([N+](=O)[O-])o1	-66*	-16%	28µM*
10	Cc1ccnc(SC2CC(=O)N(c3ccc([N+](=O)[O-])cc3)C2=O)n1 (configuration not stated)	14	-8%	22µM*

#	AmpC no deterg	AmpC inh detg	HCV inhibitor
1	-30%	-5%	13µM*
2	-57%	-13%	-3%
3	1%	?	?
4	123%[activator]	-4%	7%
5	-21%	1%	4%
6	-17%	7%	-11%
7	-13%	-9%	?
8	-4%	5%	-10%
9	-17%	-4%	-27%
10	-15%	-1%	2%

The list continues:
#	structure	HCMV antiviral	Giardia FBPA inh	Sm TGR block
11	CC(/C=C/C=C/c1ccccc1)=N/NC(=O)C(O)c1ccccc1 (configuration not stated)	-4	0%	?
12	CCOc1ccccc1OCC(=O)Nc1c(C)n(C)n(-c2ccccc2)c1=O	-5	/	2%
13	COc1ccc(CCNC(=O)c2cc3n(n2)CCCN(Cc2ccc(C)cc2)C3=O)cc1OC	-8	/	7%
14	CC(C)(C)C(=O)Nc1ccc(-c2cc3cc(Cl)ccc3o2)cc1	-21	5%	9%
15	COc1ccc(C(CNC(=O)c2cccc(S(=O)(=O)Nc3cccc(C)c3)c2)N2CCOCC2)cc1 (configuration not stated)	-30	/	-15%
16	COc1ccc(/C=N/NC(=O)CNC(=O)/C=C/c2ccccc2OC)cc1	?	-2%	-11%
17	Cc1ccc2c(c1)N(S(=O)(=O)c1cc(-c3onc(C)c3C)ccc1C)CCO2	-67*!	4%	-6%&11%
18	Cc1ccc(NCc2n[nH]c(=S)n2-c2ccccc2)cc1	-14	-2%	-7%
19	CCCC1CCC(=C(C#N)C(N)=O)CC1 (configuration not stated)	16	3%	-13%
20	CCOC(=O)C1Cc2ccccc2CN1 (configuration not stated)	-2	-17%	-2%

#	AmpC no deterg	AmpC inh detg	HCV inhibitor
11	-33%	0%	2%
12	2%	-15%	20%
13	/	15%	/
14	-3%	5%	-3%
15	107%[activator]	?	1%
16	-40%	4%	4%
17	-6%	-14%&7%	5µM*
18	-16%	1%	7%
19	-38%	-4%	39%[activator]
20	-16%	-7%	14%

(cont.)
#	structure	HCMV antiviral	Giardia FBPA inh	Sm TGR block
21	O=C1CN(C(=O)COC(=O)c2ccc(Br)o2)c2ccccc2N1	-102*	/	/
22	O=C(CNS(=O)(=O)c1ccc(Br)cc1)NCc1cccnc1	16	/	0%
23	CCc1ccc(N2C(=O)C3C4CCC(C4=C(C)C)C3C2=O)cc1 (configuration not stated)	-32	-12%	4%
24	CCCC(=O)Nc1nc2ccc(OCC)cc2s1	3	0%	-1%
25	Cc1ccc2nc(NC(=O)CSc3nccn3Cc3ccc(F)cc3)sc2c1	34	/	7%
26	O=C(Nc1ccccc1)NC1CC2CCC(C1)N2Cc1nnnn1Cc1ccc2c(c1)OCO2 (configuration not stated)	57	-1%	1%
27	CCCCCCN1C=C/C(=C\C=C(C#N)C#N)c2ccccc21	29	-6%	-1%
28	CC(C)CC(NC(=O)c1cccc(Cl)c1)C(=O)O (configuration not stated)	?	2%	7%
29	COC(=O)c1ccc(NC(=O)CSc2nn3c(=O)c(C)nnc3s2)cc1	-10	?	-14%
30	Cc1ccc(S(=O)(=O)N2CCCN(S(=O)(=O)c3ccc4c(c3)OCCO4)CC2)cc1	-31	18%	0%

#	AmpC no deterg	AmpC inh detg	HCV inhibitor
21	-21%	/	0%
22	-10%	3%	9%
23	0%	3%	-6%
24	-20%	-14%	-14%
25	/	21%	/
26	-21%	?	-4%
27	-4%	?	?
28	-23%	-10%	20%
29	-10%	0%	8%
30	-22%	-11%	-28%

Other results
#	structure	HCMV antiviral	Giardia FBPA inh	Sm TGR block
31	Cc1ccc(/C=C/C(=O)Nc2sc3c(c2C#N)CCCC3)o1	2	1%	45µM*
32	O=C(Nc1ccon1)Nc1ccccc1C(F)(F)F	8	0%	-12%
33	CCC(C)NCCCCOc1ccc(Cl)cc1C (configuration not stated)	?	-7%	-5%
34	Cc1cc(C)n2c(Nc3c(C)cccc3C)c(-c3ccsc3)nc2n1	14	/	2%
35	Clc1ccc(-n2c(SCc3nc4ccccc4[nH]3)nnc2-c2ccncc2)cc1	-19	-5%	7%
36	CC1CCN(C(=O)CCCOc2ccc(Cl)cc2)CC1	?	3%	9%
37	CC(=O)Nc1ccc(C(=O)OCCc2ccccc2)cc1	2	5%	-1%
38	NS(=O)(=O)c1ccc(NC(=O)CSc2nc3ccccc3n2-c2ccccc2)cc1	?	-1%	1%
39	NS(=O)(=O)c1ccc(N/N=C/c2ccc[nH]2)c([N+](=O)[O-])c1	?	-16%	-18%
40	COc1ccc(NC(=O)N2CCCC2C(=O)NCCc2ccccc2)cc1 (configuration not stated)	9	15%	3%

#	AmpC no deterg	AmpC inh detg	HCV inhibitor
31	-34%	-5%	?
32	-2%	?	7%
33	13%	-8%	?
34	/	16%	/
35	-9%	-10%	/
36	69%[activator]	1%	-5%
37	7%	-3%	1%
38	-39%	?	?
39	-16%	-1%	?
40	-15%	-4%	8%

Going on with the list.
#	structure	HCMV antiviral	Giardia FBPA inh	Sm TGR block
41	CCc1ccc(CNc2ncnc3onc(-c4ccc(Cl)cc4)c23)cc1	-25	/	-10%
42	COc1ccccc1CNS(=O)(=O)c1cc(C(=O)Nc2cccc(C(F)(F)F)c2)ccc1F	-67*	/	13%
43	CCOC(=O)c1c(C)nc2sc3c(c2c1-c1ccc(OC)cc1)NC(c1ccc(OC)cc1)NC3=O (configuration not stated)	-10	/	3%
44	CCCCn1c(N)c(N(CC)C(=O)c2ccc(Cl)c([N+](=O)[O-])c2)c(=O)[nH]c1=O	10	4%	-8%
45	CCOc1c(C)cc(S(=O)(=O)NCc2ccccn2)c(C)c1C	-2	1%	-22%
46	COc1ccc(CNC(=O)c2ccc3nc(C(C)C)oc3c2)cc1OC	8	/	-9%
47	NC(=S)c1c(Cl)cc(C(F)(F)F)cc1Cl	3	-5%	6%
48	Cn1c(=O)n(C)c2cc(S(=O)(=O)N3CCN(c4ccccc4)CC3)ccc21	-6	6%	7%
49	CC1CCCC(NC(=O)CCS(=O)(=O)c2cc3c(cc2Cl)NC(=O)CO3)C1C (configuration not stated)	0	-3%	4%
50	Cc1ccc(C2NC(=O)NC3=C2CCc2ccccc23)cc1 (configuration not stated)	14	13%	40µM*

#	AmpC no deterg	AmpC inh detg	HCV inhibitor
41	/	3%	/
42	/	9%	/
43	-15%	?	-2%
44	1%	1%	0%
45	-8%	?	0%
46	/	4%	/
47	-1%	-8%	-13%
48	-21%	6%	14%
49	-12%	-12%	8%
50	-14%	?	-28%

Additional results follow:
#	structure	HCMV antiviral	Giardia FBPA inh	Sm TGR block
51	COC(=O)c1cc2ccsc2n1CC(=O)N1CCCc2ccccc21	36	-7%	7%
52	Cc1[nH]c2ccccc2c1SCC(=O)N1CCCc2ccccc21	-8	-2%	4%
53	CCOC(=O)C1CCCN(CCC(=O)Nc2cc(C)ccc2C)C1 (configuration not stated)	-16	-5%	/
54	CCOc1cc(CNc2ccc(OC)cc2)cc(Br)c1OCC(=O)NC(C)(C)C	-4	-8%	4%
55	N#Cc1c(-c2ccccc2)ccn(Cc2ccccc2Cl)c1=O	-2	-10%	0%
56	Cc1ccc(C(=O)Oc2cc(N)n(S(=O)(=O)c3ccc(C)cc3)n2)cc1	-6	-1%	-1%
57	CC(=O)Nc1ccc(NC(=O)CSc2nnc(-c3ccc(NS(C)(=O)=O)cc3)n2C)cc1C	30	-1%	7%
58	COc1c(C)cccc1C(=O)NC(=S)Nc1ccc2c(c1)Cc1ccccc1-2	35	3%	11%
59	COCC(C)Nc1ncnc2c1cnn2-c1cccc(Cl)c1 (configuration not stated)	100	/	-5%

#	AmpC no deterg	AmpC inh detg	HCV inhibitor
51	4%	8%	-23%
52	?	?	-6%
53	-3%	6%	8%
54	34%	2%	-23%
55	-23%	-4%	-7%
56	-57%	?	4%
57	-7%	4%	8%
58	-5%	?	26%
59	/	-4%	/

Gathered by group, those above with a nitro group on carbon.
#	structure	HCMV antiviral	Giardia FBPA inh	Sm TGR block
1	COc1ccc([N+](=O)[O-])cc1NC(=O)C(C)Sc1nc(-c2ccccc2)cs1 (configuration not stated)	20	1%	21%
3	COc1ccc(C(=O)Nc2cc([N+](=O)[O-])ccc2N2CCN(C)CC2)cc1	78	9%	10%
7	Cc1ccc([N+](=O)[O-])cc1S(=O)(=O)Nc1cccc(-c2ccc(N3CCOCC3)nn2)c1	-11	/	0%
9	O=C(NCc1ccco1)c1ccc([N+](=O)[O-])o1	-66*	-16%	28µM*
10	Cc1ccnc(SC2CC(=O)N(c3ccc([N+](=O)[O-])cc3)C2=O)n1 (configuration not stated)	14	-8%	22µM*
39	NS(=O)(=O)c1ccc(N/N=C/c2ccc[nH]2)c([N+](=O)[O-])c1	?	-16%	-18%
44	CCCCn1c(N)c(N(CC)C(=O)c2ccc(Cl)c([N+](=O)[O-])c2)c(=O)[nH]c1=O	10	4%	-8%

#	AmpC no deterg	AmpC inh detg	HCV inhibitor
1	-30%	-5%	13µM*
3	1%	?	?
7	-13%	-9%	?
9	-17%	-4%	-27%
10	-15%	-1%	2%
39	-16%	-1%	?
44	1%	1%	0%

Screens: PubChem BioAssay, National Center for Advancing Translational Sciences (NCATS)
